aSyn 5UTR inh = MLPCN primary screen, SNCA 5' untranslated region. AID 1813, 2009. 300,000 compounds, 0.82% hits. inhibition, % (tested at 7.5 µM). alpha-synuclein 5'UTR reporter, inhibitor activity; in the data active = inhibition above about 60%; inconclusive = no clear call, values can overlap the other calls;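 also: H4 neuroglioblastoma cells stably carrying SNCA 5'UTR luciferase fusion; 0% = DMSO wells and 100% = positive control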
Platelet DG rel = inhibitors of platelet dense granule secretion, primary screen, cell-based, MLPCN, human platelets; human platelet-rich plasma, SFLLRN dense granule ATP release, luminescence; inhibition, %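 (compounds screened at 7.5 µM in platelet-rich plasma)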; 300,000 compounds, 0.22% hits;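 active = mean replicate score, as percent of positive control, at or above 50; inconclusive = mean below 50 but at least one replicate at or above 50; inactive = mean and every replicate below 50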
HSF1 inh = HSF1 inhibitors in luciferase reporter cells, primary screen, cell-based, NIH3T3, luminescence; NIH3T3-HGL HSE-luciferase, MG132-induced, luminescence 8 h; stronger effect = lower value; activity change, negative = inhibition, % at 7.5 µM (by protocol); 300,000 compounds, 0.77% hits;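 active = more than half of replicate wells show activity change below -50%, luminescence cut by over half; inconclusive = some wells, but at most half, below -50%; inactive = no replicate well below -50%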;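 also: luciferase reports HSF-1 transcriptional activity via heat shock element; 0% = median of DMSO wells and -100% = zero luminescence signal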
KLF5 inhibitor = KLF5 expression inhibitors, primary screen, DLD-1 cells, luminescence; DLD-1 KLF5 promoter-luciferase reporter; inhibition, % at 5 µM; 290,000 compounds, 0.23% hits;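 active = inhibition above a per-plate limit of that plate's mean compound inhibition plus 3 SD, cut at about 60% in these data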;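 also: 0% = DMSO wells and 100% = LY294002 at 200 µM; higher means less KLF5 promoter-driven luciferase light; inactives centre near -14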
HIF act = HIF pathway transcriptional activators, primary screen, cell-based, U2OS HRE-luciferase, luminescence. U2OS HRE-luciferase reporter; normalized: DMSO 0%, desferrioxamine 100%. activation, % at 7.5 µM (by protocol). 300,000 compounds, 0.32% hits. AID 1910, 2009;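 active = mean activation of at least 10% of the iron chelator positive control signal, with at least half of replicates also reaching 10%; inconclusive = mean and replicate majority disagree about reaching 10%; inactive = mean and most replicates under 10%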
HSF1 activator = HSF-1 activators, primary screen, NIH3T3-HGL cells, MG132 stress, luminescence, single point. NIH3T3-HGL HSF-1 luciferase reporter, 8 h; 100% = twice DMSO control signal. activation, % at 9 µM. 300,000 compounds, 1.7% hits;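 active = mean replicate activation of at least 50% with a set share of replicates each reaching 50%; inconclusive = only one of those two conditions met; inactive = mean below 50% and too few replicates reaching it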;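 also: 0% = median of the neutral control wells and 100% = twice that signal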
AI-2 QS mod = Vibrio harveyi AI-2 quorum sensing modulators, primary screen, JMH597 strain, luminescence/OD600 ratio; Vibrio harveyi JMH597 AI-2 luminescence/OD600 ratio, 9 h; stronger effect = lower value; strain lacks LuxN and CqsS sensors; 0 = neutral-control median; activity change, % at 7.5 µM; 300,000 compounds, 0.4% hits; AID 2094, 2009; in the data active = activity change below about -75%, passing the limit was not always enough; inconclusive = no clear call, values can overlap the other calls;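 also: luminescence divided by OD600 gain over 9 h not by final OD600 alone; inactives centre near 13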
HSP90 inh = HSP90 inhibitors, primary screen, cell lysate, luminescence | AID 1789, 2009 | inhibition, % at 5.6 µM | 290,000 compounds, 0.91% hits | Rabbit reticulocyte lysate, luciferase refolding luminescence, 3 h;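 active = inhibition above the screen-wide mean plus 3 SD, computed separately per campaign, cut at about 16% in these data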;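 also: 0% = DMSO wells and 100% = 60 µM geldanamycin wells; inhibitors lower the luminescence because luciferase stays unfolded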
HDAC3 inh = HDAC3 deacetylase inhibitors, primary screen, biochemical, fluorescence, cell-free homogeneous. recombinant HDAC3, fluorogenic peptide/trypsin coupled. inhibition, % at 8.3 µM. 320,000 compounds, 0.15% hits. AID 2718, 2010; in the data active = inhibition above about 26%, passing the limit was not always enough; inconclusive = no clear call, values can overlap the other calls
Target sequence (O15379 whole entry, looked up): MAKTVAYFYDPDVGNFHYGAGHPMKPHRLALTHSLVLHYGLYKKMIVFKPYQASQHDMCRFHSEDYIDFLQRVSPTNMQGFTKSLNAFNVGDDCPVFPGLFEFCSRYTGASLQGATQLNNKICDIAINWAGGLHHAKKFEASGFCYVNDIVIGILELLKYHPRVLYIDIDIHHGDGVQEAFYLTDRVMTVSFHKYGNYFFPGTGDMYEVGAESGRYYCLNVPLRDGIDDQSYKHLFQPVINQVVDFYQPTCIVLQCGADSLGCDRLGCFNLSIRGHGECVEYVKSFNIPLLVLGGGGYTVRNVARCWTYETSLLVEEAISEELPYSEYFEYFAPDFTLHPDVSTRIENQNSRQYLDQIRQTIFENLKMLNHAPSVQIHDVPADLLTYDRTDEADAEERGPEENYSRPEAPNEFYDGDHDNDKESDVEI
IEC-6 tox = cytotoxicity in IEC-6 intestinal epithelial cells, primary screen, cytotoxicity control for KLF5 inhibitor project, cell-based, luminescence; IEC-6 cytotoxicity, luminescence viability; inhibition, % at 5 µM; 290,000 compounds, 0.78% hits; in the data active = inhibition above about 22%;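 also: 0% = plate median of test compound wells and 100% = cytotoxic reference compound wells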
* marks the source's active call; other numbers are inactive results; ? = inconclusive; . = no result given; & = joins results of further samples.

no.	Structure	aSyn 5UTR inh	Platelet DG rel	HSF1 inh	KLF5 inhibitor	HIF act	HSF1 activator	AI-2 QS mod	HSP90 inh	HDAC3 inh	IEC-6 tox
1	Cc1cc(NC(=O)c2ccccc2)c(Cl)cc1N	64*	3	40	-4	-0.5	?	5	-4	.	-4
2	O=C(CCN1C(=O)C2C3CC(C(Br)C3Br)C2C1=O)OCC(=O)c1ccccc1 (stereo not drawn)	18	-3	0	30	-0.3	2	12	-4	-1	-7
3	Cc1cccc2c1N(CCOc1ccccc1Cl)C(=O)C2=O	19	6	-7	-8	0.2	-23	17	3	1	50*
4	CSc1ccc(CN(C)CC(=O)Nc2ccccc2Br)cc1	23	-54	3	22	0.1	1	7	-2	-4	8
5	COc1cc(NC(=O)C/C(C)=N/NC(=O)C(OC)c2ccccc2)c(OC)cc1Cl (stereo not drawn)	-38	-12	4	-2	-0.4	-13	-14	-6	3	-14
6	O=C(O)CCS(=O)(=O)c1ccc(-c2ccccc2)cc1	14	0	-10	-12	0.1	-12	29	-1	-2	-2
7	COc1cc(NS(C)(=O)=O)c(OC)cc1NC(=O)c1ccccc1	-10	-1	-9	-23	-0.5	2	14	-1	4	2
8	CC(C)NC(=O)[C@H]1N2C(=O)c3ccccc3C2SC1(C)C (stereo partly drawn)	1	-1	-1	-8	1.8	13	21	-3	-9	-4
9	CCOc1ccc(-c2nc(-c3ccccc3)no2)cc1OCC	-137	-2	20	-54	2.7	31	-4	12	-2	-2
10	OC(COCc1cccs1)CN1CCN(c2ccccc2Cl)CC1 (stereo not drawn)	4	11	2	-12	-0.3	-7	9	0	1	-3
11	CC(=O)NC1=C(NC2CCS(=O)(=O)C2)C(=O)c2ccccc2C1=O (stereo not drawn)	11	4	12	-31	-1.8	27	-2	1	7	2
12	CC(C)(C)[C@@H]1C=C(C(N)=O)O[C@H](OCCCCO)C1	8	5	-1	.	-0.3	-11	24	.	2	.
13	Nc1ccc(C(=O)N2N=C(c3ccc(F)cc3)CC2(O)C(F)(F)F)cc1 (stereo not drawn)	7	0	2	-11	-8.5	5	23	-1	-2	4
14	O=C(c1ccc(-c2cccc(C(F)(F)F)c2)o1)N1CCN(c2ccccc2O)CC1	32	-9	9	3	0.1	5	15	-3	5	-6
15	CC1CN(c2snnc2C=C2C(=O)OC(C)(C)OC2=O)CC(C)O1 (stereo not drawn)	-7	-3	1	-19	0.2	-4	-16	2	0	-3
16	NC(=O)C1CCN(c2nc(C3CC3)nc3c2nnn3Cc2ccccc2)CC1	16	0	18	-27	-0.6	29	-8	4	-5	2
17	COc1ccc(-n2c(C)cc(/C=C3\SC(=S)N(Cc4ccco4)C3=O)c2C)cc1	3	14	26	-10	2.1	?	13	1	4	1
18	CN(C)c1ccc(/C=C2\CCC/C(=C\c3ccccc3)C2=O)cc1	-81	-10	16	-39	1.9	33	26	-4	2	3
19	COc1ccc(NC(=O)Cc2csc(NC(=O)Nc3ccccc3OC)n2)c(OC)c1	17	-4	14	.	-0.2	0	35	.	2	.
20	Cc1ccc(S(=O)(=O)Nc2nc(C)cc(NN)n2)cc1	19	1	-20	-15	0.1	-40	25	-3	-2	3
21	CC(C)CC1COC(=O)N1 (stereo not drawn)	7	3	0	-10	-0.1	9	16	-6	5	4
22	Cc1ccc(SCC(=O)NCCc2ccccc2)cc1	-31	12	12	-24	-0.2	16	-28	-4	7	2
23	COc1ccc(N2CCN(c3oc(COc4ccc(Cl)cc4Cl)nc3C#N)CC2)cc1	-11	-12	17	-5	-0.1	20	18	3	0	-1
24	CC(C)C[C@H](NC(=O)c1[nH]cnc1C(=O)N[C@@H](Cc1ccccc1)C(=O)OC(C)(C)C)C(=O)OC(C)(C)C	35	-4	-10	.	-0.4	-23	9	.	-6	.
25	O=C(CNCc1ccccn1)N1CCc2ccccc2C1	-25	3	5	-11	0.4	21	34	11	-3	3
26	COc1ccc(S(=O)(=O)NCC2CCCN(C(=O)CSC)C2)cc1 (stereo not drawn)	-6	-1	7	3	-1.4	16	10	-8	11	-2
27	Cc1cccc(C(C)n2nnc3ccccc32)c1O (stereo not drawn)	-1	-1	-5	.	0.2	-8	16	.	-4	.
28	COc1ccc(N2CCN(CCNC(=O)Nc3cc(Cl)ccc3OC)CC2)cc1	5	9	2	-28	1.7	32	13	3	1	5
29	Cc1c(O)c(=O)ccn1C	-7	-5	1	-23&-4	-0.1	-12	26	3&6	-2	-6&-3
30	C=CCNc1nc2c(c(=O)n(C)c(=O)n2C)n1Cc1ccc(F)cc1	6	-5	6	-40	-0.1	9	5	-2	3	-1
31	CCOC(=O)c1[nH]c(C)c(C(=O)OCC(=O)NC(=O)NC(C)(C)C)c1C	13	1	2	15	0.4	7	6	4	10	2
32	Cc1cccc(-c2cc3nc(C)cc(NCCCn4ccnc4)n3n2)c1	3	10	1	-49	0.2	3	3	-2	-3	1
33	CCCCCCCCNC(=O)/C(C#N)=C/c1ccc2c(c1)OCCO2	-6	4	2	-23	-0.4	19	5	0	-4	1
34	O=C(Nc1ccc(F)c(Cl)c1)N1CCCC1	-9	-3	4	-38	-0.1	10	2	-1	-1	2
35	Cc1ccc(/C=N/NC(=O)c2cc(C3CC3)nc3ccccc23)o1	-12	-6	-2	-4	0.1	7	5	-4	-3	-2
36	O=C(Cn1cc(C(F)(F)F)ccc1=O)N/N=C/c1ccc(O)cc1	7	0	-19	-25	-0.2	-5	14	0	-7	-3
37	O=C(NCc1ccco1)c1cc([N+](=O)[O-])ccc1Cl	-29	-1	-4	-14	0.4	-4	13	-4	1	-1
38	COc1cccc(/C=C2\SC(=S)N(NS(=O)(=O)c3ccccc3)C2=O)c1OC	13	-3	0	-29	1.9	0	21	4	13	0
39	CC(=O)Nc1ccc2nc(-c3ccccn3)[nH]c2c1	-158	.	22	-76	2.4	36	13	2	-7	0
40	O=C1NC[C@H](c2ccccc2)N(CCc2cccc3ccccc23)C1=O	-11	-6	-3	.	-0.1	-5	6	.	13	.
41	N#Cc1c(N)nc2c(c1-c1ccc(Br)s1)CCCC2	4	4	-3	0	-0.6	1	12	2	4	-3
42	O=S(=O)(c1ccccc1)C(/C=N\O)/C=C/c1ccccc1 (stereo not drawn)	-8	0	1	-18	-0.1	0	23	5	1	11
43	CC(C)(CNC(=O)C1CCCN1C(=O)c1cccs1)N1CCOCC1 (stereo not drawn)	-8	1	-5	-62	-0.9	4	1	-8	3	-3
44	O=C(c1cc2nc(-c3ccco3)cc(C(F)(F)F)n2n1)N1CCCc2ccccc21	-22	7	-6	5	-0.1	-22	8	-1	1	3
45	Cc1c(N=C2SCC(=O)N2/N=C/c2ccccc2)c(=O)n(-c2ccccc2)n1C	17	-5	3	0	-0.1	5	9	-4	5	0
46	COc1ccc(C(=O)NN)cc1COc1ccc(Br)cc1	-37	9	-1	-11	-1.0	22	1	-1	16	2
47	COc1ccc(C(=O)Cc2ccc3c(c2)OCO3)c(O)c1	-107	15	21	-94	3.2	24	-3	-5	1	-4
48	N/C(=N\OC(=O)c1ccc(Cl)c(Cl)c1)c1cccnc1	-138	3	20	-18	1.1	37	19	1	11	0
49	Cc1ccccc1Cn1cnc2ccccc2c1=O	11	8	1	-28	.	-1	7	-9	2	-5
50	COc1ccc(/C=C2\CCc3c2nc2ccccc2c3C(=O)O)cc1OC	42	?	16	-21	1.9	20	35	-3	1	-19

New compounds follow
no.	Structure	aSyn 5UTR inh	Platelet DG rel	HSF1 inh	KLF5 inhibitor	HIF act	HSF1 activator	AI-2 QS mod	HSP90 inh	HDAC3 inh	IEC-6 tox
51	Cc1cccc(NC(=O)CN2C(=O)NC(C)(c3ccc4c(c3)OCO4)C2=O)c1 (stereo not drawn)	10	-1	6	-28	-0.2	12	-87*	7	-5	2
52	C=C1CSc2nc(=O)c3c4c(sc3n21)CCC4	1	9	-4	.	0.2	10	40	.	-5	.
53	CCOC(=O)c1ccc(NC(=S)NCC(O)c2ccccc2)cc1 (stereo not drawn)	4	-2	-24	12	-0.2	-8	22	0	3	-4
54	CCCCCCOc1ccc(N2C(=O)CC(N(CCc3ccc(S(N)(=O)=O)cc3)C(C)=O)C2=O)cc1 (stereo not drawn)	7	1	7	-17	-0.1	13	27	-2	-7	-5
55	COc1cccc(SCC(=O)N2CCN(c3ccccc3)CC2)c1	-8	-8	9	-6	0.9	-6	.	4	-2	0
56	CCOC(=O)C1CCN(Cc2c(O)c3ccccc3oc2=O)CC1	15	-2	-12	-11	0.0	3	35	-5	2	8
57	O=C(Nc1nc(-c2ccccc2)cs1)c1cccs1	-144	-2	13	-109	-0.1	50	-1	0	12	8
58	O=C(Nc1ccc(C(=O)O)cc1)/C(=C\c1ccco1)NC(=O)c1ccccc1	-1	-5	-5	-14	-0.7	-2	-11	-7	.	-9
59	Cc1ccc(S(=O)(=O)Cc2ccccc2Cl)cc1	3	3	.	-1	.	.	24	1	.	-3

Compound activity: PubChem BioAssay, several laboratories
